GPR55 activation = GPR55 agonists via beta-arrestin recruitment, primary screen, imaging, U2OS cells, beta-arrestin-GFP redistribution (AID 1961). 0.048% of 290,000 active. U2OS GPR55 beta-arrestin-GFP redistribution imaging; higher % means a stronger effect. one-dose activation, % at 10 µM; EC50 in µM for titrated hits;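 active = activation above 40% with more than 50 cells counted in the well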;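 note: U2OS osteosarcoma cells stably expressing GPR55 and beta-arrestin-GFP; plate controls were DMSO negative control for no effect and LPI positive control for full effect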
Myeloid diff MLP = compounds promoting myeloid differentiation; 1% of 360,000 active; AID 624256; ER-HoxA9 myeloid progenitors, lysozyme-GFP differentiation, flow cytometry; calls only at 10 µM;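 active = normalized GFP-positive differentiation at or above the plate's own cutoff, the solvent-only control mean plus 3 SD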;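 note: cells exposed to compound for four days before flow analysis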
HEK293 NOD2/NF-kB = NOD2 signaling inhibitors, cell-based, luminescence, uHTS, HEK293 (AID 1566). HEK293 NOD2/NF-kB luciferase reporter, luminescence; higher % means a stronger effect. inhibition, % at 4 µM, or EC50 in µM where a hit was titrated. 0.63% of 290,000 active; note: many of its hits are not listed in these tables
NOD1 inhibition = inhibition of NOD1-driven NF-kB reporter – cell-based, luminescence, uHTS, primary screen (AID 1578). NOD1-driven NF-kB luciferase reporter cells, luminescence; higher % means a stronger effect. one-dose inhibition, % at 4 µM; EC50 in µM for titrated hits. 1% of 290,000 active; in the data active = inhibition mostly above about 36%, no sharp cut-off; inactive = mostly below about 34%;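 note: HEK-293T reporter cells stimulated with the NOD1 agonist gamma-tri-DAP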
GPR35 antagonists = GPR35 antagonists blocking zaprinast-driven arrestin recruitment, primary screen, imaging, U2OS, beta-arrestin-GFP, zaprinast agonist (AID 2058); 0.052% of 290,000 active; U2OS GPR35 beta-arrestin-GFP translocation imaging, zaprinast antagonism; higher % means a stronger effect; inhibition, % at 10 µM; hits with a dose series show IC50 in µM;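 active = inhibition of at least 50% with at least 30 cells and total cytoplasm GFP at most 10,000,000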
KOR beta-arrestin-1 = KOR agonists, beta-arrestin recruitment, primary screen, cell-based, luminescence, uHTS (AID 1777); 0.02% of 280,000 active; KOR beta-arrestin recruitment, luminescence; higher % means a stronger effect; one-dose activation, % at 10 µM; EC50 in µM for titrated hits; in the data active = activation above about 50%, passing the limit was not always enough; note: a part of the inactive calls stands beside numbers as strong as those of hits
HIV fusion peptide = inhibitors of HIV fusion peptide binding, primary screen, biochemical, uHTS, fluorescence dequenching (AID 1986) | cell-free peptide binding, fluorescence dequenching, 30 min; higher % means a stronger effect | inhibition, % at 20 µM; hits with a dose series show IC50 in µM | 0.3% of 290,000 active; in the data active = inhibition mostly above about 52%, no sharp cut-off; inactive = mostly below about 76%; note: some results filed as inactive read as strong as hits
GPR55 antagonists = GPR55 antagonists blocking LPI-driven arrestin recruitment, primary screen, imaging, U2OS, beta-arrestin-GFP, LPI agonist (AID 2013) | 0.13% of 290,000 active | U2OS GPR55 beta-arrestin-GFP translocation imaging, LPI antagonism; higher % means a stronger effect | inhibition, % at 10 µM, or IC50 in µM where a hit was titrated;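 active = spots per cell inhibited over 60%, with over 100 cells counted and total cytoplasm intensity under 500,000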;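 note: U2OS cells stably carrying GPR55 and arrestin-GFP stimulated by 5 µM LPI near EC80; imaged beta-arrestin-GFP aggregate spots per cell after agonist stimulation; plate controls were LPI-stimulated DMSO wells for no effect and DMSO wells without LPI for full effect; some results filed as inactive read as strong as hits; confirmed hits need IC50 under 10 µM and bright autofluorescent wells are also inconclusive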
KOR beta-arrestin-2 = KOR antagonists, beta-arrestin recruitment, cell-based, luminescence, uHTS (AID 1778); KOR beta-arrestin recruitment, luminescence, antagonist mode; higher % means a stronger effect; inhibition, % at 10 µM; hits with a dose series show IC50 in µM; 0.091% of 290,000 active; note: strong numbers were not always called active
Myeloid diff MLP GFP+ MAC1+ % = second read-out of Myeloid diff MLP, no call of its own (marks repeat the call); GFP+ MAC1+ double positive, %; measured here: differentiation confirmed by MAC1 staining
* marks the source's active call; other numbers are inactive results; [ ] = dose if it differs, or a comment. Cut-off read from the data, not from the text of the source, unless noted: active = inhibition above about 50%; inactive = the rest. Not all compounds are listed, so the mix of outcomes need not match the whole.

COCCn1c(C)cc(C(=O)COC(=O)c2cncc(Br)c2)c1C was read as GPR55 activation -0.2%, Myeloid diff MLP inactive, HEK293 NOD2/NF-kB -7%, NOD1 inhibition -32%, GPR35 antagonists -5%, KOR beta-arrestin-1 -2.1%, HIV fusion peptide 1.3%, GPR55 antagonists 3%, KOR beta-arrestin-2 1% and Myeloid diff MLP GFP+ MAC1+ % 0.7.
For COc1ccc(OC)c(C(C(=O)NCc2ccco2)N(C(=O)Cn2nnc3ccccc32)C2CC2)c1 (centres undefined) the results were GPR55 activation 0.0%, Myeloid diff MLP inactive, HEK293 NOD2/NF-kB -4%, NOD1 inhibition -23%, GPR35 antagonists -3%, KOR beta-arrestin-1 -1.2%, HIV fusion peptide -0.8%, GPR55 antagonists 17%, KOR beta-arrestin-2 -10% and Myeloid diff MLP GFP+ MAC1+ % 1.1.
COc1ccc(/C=N/OCC(=O)Nc2nc3ccccc3s2)cc1OC was read as GPR55 activation -0.3%, Myeloid diff MLP inactive, HEK293 NOD2/NF-kB -1%, NOD1 inhibition 35%, GPR35 antagonists 13%, KOR beta-arrestin-1 12%, HIV fusion peptide -4.1%, GPR55 antagonists -12%, KOR beta-arrestin-2 -5% and Myeloid diff MLP GFP+ MAC1+ % 0.1.
For Cc1ccc(NC(=O)C2C3CCCCC32)cc1[N+](=O)[O-] (centres undefined) the results were GPR55 activation -0.1%, Myeloid diff MLP inactive, HEK293 NOD2/NF-kB -26%, NOD1 inhibition -46%, GPR35 antagonists 7%, KOR beta-arrestin-1 2.6%, HIV fusion peptide -0.6%, GPR55 antagonists 3%, KOR beta-arrestin-2 -14% and Myeloid diff MLP GFP+ MAC1+ % 0.2.
`Cc1ccc(-n2c(Cl)c(Cl)[nH]c(=O)c2=O)cc1` gave GPR55 activation -0.4%, Myeloid diff MLP inactive, HEK293 NOD2/NF-kB 23%, NOD1 inhibition 8%, GPR35 antagonists -7%, KOR beta-arrestin-1 2.7%, HIV fusion peptide 0.5%, GPR55 antagonists 8% and Myeloid diff MLP GFP+ MAC1+ % 1.1.
For NS(=O)(=O)c1ccc(NC(=O)CCC2CCCCC2)cc1 the results were GPR55 activation 0.3%, Myeloid diff MLP inactive, HEK293 NOD2/NF-kB 8%, NOD1 inhibition -13%, GPR35 antagonists 0%, KOR beta-arrestin-1 4.0%, HIV fusion peptide -1.7%, GPR55 antagonists 8%, KOR beta-arrestin-2 -2% and Myeloid diff MLP GFP+ MAC1+ % 7.8.
Screening COc1ccc(NC(C)=O)cc1NC(=O)CSc1nnc(-c2ccccn2)n1C returned GPR55 activation 0.3%, Myeloid diff MLP inactive, HEK293 NOD2/NF-kB 17%, NOD1 inhibition -17%, GPR35 antagonists 12%, KOR beta-arrestin-1 1.5%, HIV fusion peptide -1.2%, GPR55 antagonists -7%, KOR beta-arrestin-2 28% and Myeloid diff MLP GFP+ MAC1+ % 7.4.
Screening CCCCCCNS(=O)(=O)c1nc2nc(C)cc(C)n2n1 returned GPR55 activation 0.6%, Myeloid diff MLP inactive, HEK293 NOD2/NF-kB -6%, NOD1 inhibition -27%, GPR35 antagonists 2%, KOR beta-arrestin-1 -0.4%, HIV fusion peptide -2.2%, GPR55 antagonists 9%, KOR beta-arrestin-2 19% and Myeloid diff MLP GFP+ MAC1+ % 1.5.
CCC(Sc1nc2ccccc2o1)C(=O)O (centres undefined) was read as GPR55 activation -0.4%, Myeloid diff MLP inactive, HEK293 NOD2/NF-kB 13%, NOD1 inhibition -6%, GPR35 antagonists -15%, KOR beta-arrestin-1 2.5%, HIV fusion peptide -1.2%, GPR55 antagonists 2%, KOR beta-arrestin-2 -15% and Myeloid diff MLP GFP+ MAC1+ % 1.0.
For O=C1NC(=S)S/C1=C\c1ccc(SCc2ccccc2)o1 the results were GPR55 activation 0.3%, Myeloid diff MLP inactive, HEK293 NOD2/NF-kB 36%, NOD1 inhibition 92%*, GPR35 antagonists -1%, KOR beta-arrestin-1 8.6%, HIV fusion peptide 72%, GPR55 antagonists 5%, KOR beta-arrestin-2 -82% and Myeloid diff MLP GFP+ MAC1+ % 1.5.
`CCOC(=O)c1ccc(NC(=O)C2CC2)cc1` gave GPR55 activation -0.1%, Myeloid diff MLP inactive, HEK293 NOD2/NF-kB 1%, NOD1 inhibition -16%, GPR35 antagonists 4%, KOR beta-arrestin-1 -2.9%, HIV fusion peptide -2.0%, GPR55 antagonists -9%, KOR beta-arrestin-2 33% and Myeloid diff MLP GFP+ MAC1+ % 21.
Screening Cc1ccc(C(=O)NC(=S)NCC2CCCO2)cc1Br (centres undefined) returned GPR55 activation -0.5%, Myeloid diff MLP inactive, HEK293 NOD2/NF-kB 5%, NOD1 inhibition -13%, GPR35 antagonists 12%, KOR beta-arrestin-1 1.4%, HIV fusion peptide 0.4%, GPR55 antagonists 0%, KOR beta-arrestin-2 -26% and Myeloid diff MLP GFP+ MAC1+ % 0.6.
For COc1cc(C(=O)Oc2ccc(C(=S)N3CCOCC3)cc2)cc(OC)c1OC the results were GPR55 activation 0.2%, Myeloid diff MLP inactive, HEK293 NOD2/NF-kB 3%, NOD1 inhibition 4%, GPR35 antagonists 2%, KOR beta-arrestin-1 1.3%, HIV fusion peptide -1.0%, GPR55 antagonists 1%, KOR beta-arrestin-2 -37%[20 µM] and Myeloid diff MLP GFP+ MAC1+ % 0.5.
Screening CC(=O)OCC1OC(OCc2cn(C[C@H]3CC[C@H](Cn4cc(COC5OC(COC(C)=O)C(OC(C)=O)C(OC(C)=O)C5OC(C)=O)nn4)O3)nn2)C(OC(C)=O)C(OC(C)=O)C1OC(C)=O (some centres undefined) returned GPR55 activation -0.1%, Myeloid diff MLP inactive, HEK293 NOD2/NF-kB -4%, NOD1 inhibition 36%, GPR35 antagonists 17%, KOR beta-arrestin-1 4.1%, HIV fusion peptide -2.0%, GPR55 antagonists 6%, KOR beta-arrestin-2 -22%[20 µM] and Myeloid diff MLP GFP+ MAC1+ % 0.5.
`CCC1=[N+](C)c2cccc3cccc(c23)N1C` gave GPR55 activation 0.1%, Myeloid diff MLP active, HEK293 NOD2/NF-kB 13%, NOD1 inhibition -19%, GPR35 antagonists 2%, KOR beta-arrestin-1 -3.6%, HIV fusion peptide 0.0%, GPR55 antagonists 15%, KOR beta-arrestin-2 12% and Myeloid diff MLP GFP+ MAC1+ % 1.3*.
O=C(COc1ccc(Cl)cc1)N1CCN(c2ncccn2)CC1 was read as GPR55 activation -0.2%, Myeloid diff MLP inactive, HEK293 NOD2/NF-kB 13%, NOD1 inhibition 0%, GPR35 antagonists 10%, KOR beta-arrestin-1 8.5%, HIV fusion peptide -2.9%, GPR55 antagonists 16%, KOR beta-arrestin-2 -9% and Myeloid diff MLP GFP+ MAC1+ % 0.9.
`Cc1cc(C)c(OCC(=O)Nc2ccc(NC(=O)c3ccco3)cc2)c([N+](=O)[O-])c1` gave GPR55 activation -0.1%, Myeloid diff MLP inactive, HEK293 NOD2/NF-kB -22%, NOD1 inhibition -49%, GPR35 antagonists 7%, KOR beta-arrestin-1 3.7%, HIV fusion peptide 15%, GPR55 antagonists -7%, KOR beta-arrestin-2 -14% and Myeloid diff MLP GFP+ MAC1+ % 0.1.
`CCO[C@H]1OC(C(N)=O)=C[C@@H](c2coc3ccccc3c2=O)[C@@H]1CCCO` gave GPR55 activation 0.1%, Myeloid diff MLP inactive, HEK293 NOD2/NF-kB 8%, NOD1 inhibition -3%, GPR35 antagonists 37%, HIV fusion peptide -1.7%, GPR55 antagonists 4%, KOR beta-arrestin-2 28% and Myeloid diff MLP GFP+ MAC1+ % 0.7.
`COCC(C)n1c(C)cc(C(=O)CSc2nc3ccccc3c(=O)[nH]2)c1C` (centres undefined) gave GPR55 activation 0.1%, Myeloid diff MLP inactive, HEK293 NOD2/NF-kB 18%, NOD1 inhibition 3%, GPR35 antagonists -3%, KOR beta-arrestin-1 13%, HIV fusion peptide -1.0%, GPR55 antagonists -8%, KOR beta-arrestin-2 -45% and Myeloid diff MLP GFP+ MAC1+ % 1.2.
CN(Cc1ccc(Cl)cc1)C(=O)CCl was read as GPR55 activation 0.3%, Myeloid diff MLP inactive, GPR35 antagonists -6%, KOR beta-arrestin-1 -5.9%, HIV fusion peptide -1.0%, GPR55 antagonists 10%, KOR beta-arrestin-2 -20% and Myeloid diff MLP GFP+ MAC1+ % 0.5.
`Cc1ccc(C2=NNC(c3cccc(F)c3)S2)cc1` (centres undefined) gave GPR55 activation -0.5%, Myeloid diff MLP inactive, HEK293 NOD2/NF-kB -172%, NOD1 inhibition -43%, GPR35 antagonists 6%, KOR beta-arrestin-1 10%, HIV fusion peptide 0.6%, GPR55 antagonists 4%, KOR beta-arrestin-2 24% and Myeloid diff MLP GFP+ MAC1+ % 0.2.

4 structures from above, ordered by number of heavy atoms, highest first:
Screening CC(=O)OCC1OC(OCc2cn(C[C@H]3CC[C@H](Cn4cc(COC5OC(COC(C)=O)C(OC(C)=O)C(OC(C)=O)C5OC(C)=O)nn4)O3)nn2)C(OC(C)=O)C(OC(C)=O)C1OC(C)=O (some centres undefined) returned GPR55 activation -0.1%, Myeloid diff MLP inactive, HEK293 NOD2/NF-kB -4%, NOD1 inhibition 36%, GPR35 antagonists 17%, KOR beta-arrestin-1 4.1%, HIV fusion peptide -2.0%, GPR55 antagonists 6%, KOR beta-arrestin-2 -22%[20 µM] and Myeloid diff MLP GFP+ MAC1+ % 0.5.
For COc1cc(C(=O)Oc2ccc(C(=S)N3CCOCC3)cc2)cc(OC)c1OC the results were GPR55 activation 0.2%, Myeloid diff MLP inactive, HEK293 NOD2/NF-kB 3%, NOD1 inhibition 4%, GPR35 antagonists 2%, KOR beta-arrestin-1 1.3%, HIV fusion peptide -1.0%, GPR55 antagonists 1%, KOR beta-arrestin-2 -37%[20 µM] and Myeloid diff MLP GFP+ MAC1+ % 0.5.
`COCC(C)n1c(C)cc(C(=O)CSc2nc3ccccc3c(=O)[nH]2)c1C` (centres undefined) gave GPR55 activation 0.1%, Myeloid diff MLP inactive, HEK293 NOD2/NF-kB 18%, NOD1 inhibition 3%, GPR35 antagonists -3%, KOR beta-arrestin-1 13%, HIV fusion peptide -1.0%, GPR55 antagonists -8%, KOR beta-arrestin-2 -45% and Myeloid diff MLP GFP+ MAC1+ % 1.2.
O=C(COc1ccc(Cl)cc1)N1CCN(c2ncccn2)CC1 was read as GPR55 activation -0.2%, Myeloid diff MLP inactive, HEK293 NOD2/NF-kB 13%, NOD1 inhibition 0%, GPR35 antagonists 10%, KOR beta-arrestin-1 8.5%, HIV fusion peptide -2.9%, GPR55 antagonists 16%, KOR beta-arrestin-2 -9% and Myeloid diff MLP GFP+ MAC1+ % 0.9.

Compound activity from PubChem BioAssay.
